# S3 lipid droplet = qHTS Assay for Lipid Storage Modulators in Drosophila S3 Cells. AID 2685. Potency in µM for hits, for the others lipid storage change, negative = inhibition, % at the top dose, mostly 46.1 µM. 0.64% of 320,000 active. Drosophila S3 cells, BODIPY lipid droplet fluorescence, 18-24 h; cells fed with added oleic acid; active = well fitted inhibition curve with a large enough effect in the signal ratio, with a control signal flat, not every such curve was filed as active; inconclusive = small, poorly fitted or top-dose-only effect, or effect the other way, or a change in a side signal; the % refers to the signal ratio
#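 Drosophila S3 cells loaded with oleic acid (400 uM, as added) and compounds at several concentrations; lipid droplets imaged by 488-nm laser-scanning cytometry, 500–530 nm intensity and object ratio to cell channel. Percent activity normalized to 20 uM Triacsin C.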
# S3 lipid droplet cell count max = recorded beside S3 lipid droplet, whose call it bears; cell number change, %; measured here: cell count max response;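 cells counted by Cell Tracker Red CMTPX staining in the red channel; peak over a dose series mostly up to 46.1 µM; percent activity relative to internal control wells on each plate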
# Starred values were filed as active, the others as inactive; i = inactive; ? = inconclusive; · = no result given. % is set by controls: 0 for no effect and ±100 for the full control effect; potency is the fitted concentration of half-maximal effect. A portion of the library; rates above refer to the full screens.
smiles	S3 lipid droplet cell count max	S3 lipid droplet
CCOc1cc(C2NC(=S)NC(C)=C2C(=O)Nc2ccc(OC)cc2)ccc1O (stereo not given)	11	10%
COC(=O)C1=C(C)N(CCc2ccccc2)C(=O)C1	·	?
CCOc1ccc(S(=O)(=O)N2CCCC(C(=O)NCc3ccccn3)C2)cc1C (stereo not given)	·	?
O=C(Nc1cccc([N+](=O)[O-])c1)c1ccc2ccccc2c1O	·	?
CCc1c(C)c2cc(Cl)c(O)c(CN(CC)CC)c2oc1=O	·	i
CSc1ccc(CN2CCC(C(=O)NCc3ccc(C)cc3)CC2)cc1	5	5%
Cc1cc(OCC(=O)NCc2ccccn2)c2c(C)c(Cc3ccccc3)c(=O)oc2c1	·	?
O=C(O)C1CCCCC1C(=O)Nc1nc(-c2ccc(Cl)s2)cs1 (stereo not given)	·	?
COc1ccc(C(=O)COC(=O)CN2C(=O)NC3(CC(C)CC(C)(C)C3)C2=O)c(OC)c1 (stereo not given)	·	?
CCN(CC(=O)NC(C)(C)C)C(=O)CCl	-1	-6%
O=C(Nc1ccncc1)c1ccc2c(c1)C(=O)N(CC1CCCO1)C2=O (stereo not given)	-8	25%
COc1ccc(/C=N/Nc2nc(-c3ccc(C)cc3)c(NC(C)=O)s2)cc1OC	-11	-1%
CCCCSc1nc(C)cc(SCC(=O)N/N=C/c2cccc(OC)c2O)n1	·	?
COC(=O)N/N=C1/C/C(=N\NC(=O)OC)c2ccccc21	·	?
C=C(C)CNC(=S)Nc1ccc(S(=O)(=O)Nc2cnc3ccccc3n2)cc1	23	7%
O=C(/C=C/c1ccccc1)Oc1cccc2cccnc12	17	0%
CCN(CCO)Cc1csc2cccc(Br)c12	-1	16%
Cc1ccc(NC(=O)CSc2nnc(CCCCCNC(=O)OC(C)(C)C)o2)c(C)c1	-1	0%
CC(=O)c1cccc(NC(=O)Cc2ccc3c(c2)CCCC3)c1	-1	9%
Cc1cccc(NS(=O)(=O)c2c(C)noc2C)c1	12	3%
Cc1ccc(S(=O)(=O)Nc2c(C)n(C)n(-c3ccccc3)c2=O)cc1C(=O)OCC(=O)N1CCCC(C)C1 (stereo not given)	11	-5%
Cc1ccc(S(=O)(=O)N2CCC(C(=O)N(C)C3CCS(=O)(=O)C3)CC2)cc1 (stereo not given)	-16	i
CCn1c(C(=O)NCc2cccnc2)cc2sc(Cl)cc21	·	?
NNC(=O)Cn1c2ccccc2c2ccccc21	10	-2%
CCCCN(CCCNC(=O)CN1C(=O)COc2ccccc21)c1ccccc1	·	?
Cc1cc(O)cc(=O)n1C	-1	0%
Cc1[nH]c2ccccc2c1C(=O)COC(=O)c1ccc2c(=O)n3c(nc2c1)CCC3	·	?
COc1ccc(C)cc1NC(=O)CSc1nnc(CC(=O)Nc2cccc(C(F)(F)F)c2)n1C	·	?
Cc1cc(C(=O)N(Cc2nnc(-c3ccc(Cl)cc3)o2)C(C)C)c2ccccc2n1	·	?
Cc1ccc(C)c(NC(=O)CN(C)C(=O)c2ccc(Cl)nc2)c1	·	?
CC(O)CNC(=S)Nc1ccccc1 (stereo not given)	·	?
Cc1ccc2c(CC(=O)N3CCN(S(=O)(=O)c4ccccc4)CC3)coc2c1	·	?
COC(=O)c1sccc1NC(=O)c1ccncc1	·	?
CC(=O)c1cccc(NC(=O)NCCS(C)=O)c1 (stereo not given)	·	?
COc1ccc(-c2nnc(-c3ccc(N(C)C)cc3)o2)cc1	·	?
COc1cc(S(=O)(=O)N2CCCN(C)CC2)ccc1NC(C)=O	·	?
Cc1ccc(C(=O)Nc2ccc3c(c2)ncn3C)cc1	·	?
COC(=O)CCN1CCC(C(N)=O)CC1	·	?
CSc1nc(Cc2ccccc2)nc2ccccc12	-12	-4%
COc1ccccc1CNC(=O)c1c(O)c2cc(OC)c(OC)cc2[nH]c1=O	5	8%
COc1ccc(C(=O)Nc2ncc3c(n2)CC(C)CC3=O)cc1 (stereo not given)	·	?
COc1ccc(-n2nc(C(=O)NCC(=O)NCC3COc4ccccc4O3)c3ccccc3c2=O)cc1OC (stereo not given)	·	?
Cc1ccc2cc(CN(Cc3cccs3)Cc3nnnn3CC3CCCO3)c(=O)[nH]c2c1 (stereo not given)	·	?
Cc1cc(CN(C)C(=O)CC2C(=O)NCCN2CC(c2ccccc2)c2ccccc2)on1 (stereo not given)	-10	-16%
CCn1c2ccccc2c2cc(NC(=O)CSc3nccc(=O)[nH]3)ccc21	18	-1%
Nc1nc(N)nc(-c2ccccn2)n1	16	-4%
O=C(CSc1n[nH]c(-c2ccc(S(=O)(=O)NC3CCCCC3)cc2)n1)N1CCCC1	-26	22%
O=C(c1ccc(CN2CCOCC2)cc1)N1CCN(Cc2ccccc2)CC1	·	?
COc1ccc2c(c1OC)C(=O)N1c3ccccc3SC21 (stereo not given)	·	?
Cc1ccc(S(=O)(=O)NCCC(=O)OCC(=O)N2CCCC2=O)cc1	10	4%
CC1CN(C(=O)c2cc3cc([N+](=O)[O-])ccc3oc2=O)CC(C)O1 (stereo not given)	2	-20%
CCCCCCCCCC(=O)Nc1cccnc1	-1	-1%
Cc1ccc(S(=O)(=O)c2ccc(-n3nc(C)cc3N)cc2)cc1	6	5%
COc1ccc(C(=O)Nc2ccc(C(=O)N3CCC(C)CC3)cc2)cc1OC	·	?
O=C(OC(C(=O)NC1CCCCC1)c1ccccn1)c1cccs1 (stereo not given)	6	-9%
Cc1cccc(CSC2=NCCN2C(=O)C2CC2)c1	-7	12%
CCOC(=O)c1ccc(NC(=O)CCOc2ccc(C)cc2)cc1	10	i
CCC(Sc1nc(C)cc(=O)[nH]1)C(=O)Nc1sc2c(c1C#N)CCCC2 (stereo not given)	·	?
O=C(CSc1nnc(Cc2ccccc2)n1-c1ccc(Cl)cc1)N1CCOCC1	·	?
O=C(NCCC1=CCCCC1)C1CC(=O)N(Cc2ccccc2)C1 (stereo not given)	-9	1%

# Next section.
smiles	S3 lipid droplet cell count max	S3 lipid droplet
COc1ccc(C(=O)Nc2ccc(S(=O)(=O)NCc3ccco3)cc2)cc1OC	·	?
CCC(=O)c1ccc(OCC(=O)Nc2nc(-c3cccnc3)cs2)cc1	·	?
O=C(CCCn1c(=O)c2ccccc2n(Cc2cccc(F)c2)c1=O)NC1CCN(Cc2ccccc2)CC1	·	?
COc1ccccc1C(=O)NCCC(=O)N(C)Cc1ccc(C)o1	·	?
O=c1cc(-c2ccc(O)cc2)oc2ccc3ccccc3c12	·	?
COc1ccc(NC(=O)CN(C)CC(=O)NCc2ccc(C)cc2)cc1	·	?
COc1cc(OC)cc(C(=O)NCC(=O)OC2CCCCC2=O)c1 (stereo not given)	-2	i
CCc1cccc(NS(=O)(=O)c2ccc3c(c2)NC(=O)CC(=O)N3)c1	·	?
CSc1nc(C)cc(SCCO)n1	-7	18%
N=C1C(c2nc3ccccc3[nH]2)=C(O)CN1c1ccc(F)cc1	·	?
COCCCNC(=S)NNC(=O)c1csc(C)n1	12	-4%
O=C(NCCN1CCOCC1)C(Sc1ccccc1)c1ccccc1 (stereo not given)	·	1%
Cc1ccc(-c2noc(-c3ccccc3F)n2)cc1	·	?
COC(=O)c1ccc(NS(=O)(=O)c2ccc3[nH]c(=O)oc3c2)cc1	·	?
N/C(=N\OC(=O)c1cccc(F)c1)c1ccccn1	16	i
COC(=O)c1cc(C(=O)OCC(=O)NC2CCCC2)cc([N+](=O)[O-])c1	18	9%
O=C(COC(=O)c1cc([N+](=O)[O-])ccc1NCc1ccccc1Cl)NCC(F)(F)F	·	?
Cc1cccc(NC(=O)COc2ccc(Br)cc2/C=N/O)c1	·	?
Fc1ccc(CN2C3=NCCN3c3ccccc32)cc1	·	0%
COc1ccc(-n2c(Cc3cccn3C)nnc2SCC(=O)Nc2cccc(C)c2C)cc1	-9	12%
COc1cc(C(=O)NC(C)c2ccc(-n3ccnc3)cc2)cc(OC)c1C (stereo not given)	·	?
CC(CCN1C(Nc2ccccc2)=NC[C@@H]1C)c1ccccc1 (stereo not given in full)	·	?
O=C1CCCCCN1CP(=O)(O)CN1CCCCCC1=O	·	?
Nc1nnc(CCC2CCCCC2)s1	·	?
COc1cccc(N(CC(=O)NC2CCCC2)C(=O)Cn2nnc(-c3ccc(C)cc3)n2)c1	·	?
CCC(C(=O)NCCN1CCN(C)CC1)n1c(C)c2cnn(-c3ccccc3)c(=O)c2c1C (stereo not given)	·	?
CCc1c(O)nc(SCc2ccccc2)n(C(C)CC)c1=O (stereo not given)	6	-7%
Cc1cc(C)n2cc(CSc3nncn3C)nc2n1	·	?
COc1ccc(CCN2CC(C(=O)N(C)Cc3ccc4nsnc4c3)CCC2=O)cc1 (stereo not given)	·	?
N#Cc1c2ccccc2nc2ccccc12	-9	3%
O=C(Nc1c2c(nn1-c1ccc(F)cc1)CS(=O)C2)c1ccco1 (stereo not given)	-5	-5%
CN(C)S(=O)(=O)c1ccc(C(=O)Oc2cc(=O)[nH]c3ccccc23)cc1	·	?
O=C(O)c1ccccc1/C=N/Nc1nc(N2CCCCC2)nc(N2CCCCC2)n1	·	?
Clc1ccc(CN2C3=NCCCN3c3ccccc32)cc1Cl	·	?
CCC(CC)NC(=O)CCCSc1nc2ccccc2[nH]1	·	?
CCN(CC)S(=O)(=O)c1ccc(S(=O)(=O)N(CC(=O)Nc2ccccc2)Cc2ccco2)cc1	-13	-6%
Cc1nn(C)c(Oc2cccc(C(F)(F)F)c2)c1C#N	17	3%
CC(NC(=O)COC(=O)c1ccc2c(c1)S(=O)(=O)N=C1CCCCCN12)C12CC3CC(CC(C3)C1)C2 (stereo not given)	10	-13%
CCOc1ccc(-c2nnc(N)o2)cc1	·	?
COc1ccc(NC(=O)c2cn(CCC#N)nc2-c2cccs2)cc1	-1	9%
CCOc1ccc(S(=O)(=O)N2CCN(C(=O)c3ccc(-n4cncn4)c([N+](=O)[O-])c3)CC2)cc1	-13	i
Cc1ccc(C)c2c1c1ccccc1n2C	1	3%
Cc1ccc(NC(=O)COC(=O)COc2ccc(Cl)cc2)c([N+](=O)[O-])c1	16	18%
O=C(CNC(=O)c1cccs1)NCC(=O)OCc1ccc(Cl)cc1	1	18%
N#Cc1cn(CC(=O)NCCc2c[nH]c3ccccc23)c2ccccc12	-2	i
CC(C(=O)Nc1nc(-c2ccc(F)cc2)cs1)N1C(=O)C2CC=CCC2C1=O (stereo not given)	·	?
Cc1nn(S(=O)(=O)c2ccccc2)c(C)c1S(=O)(=O)N1CCC(C)CC1	-13	i
CCn1ncc(S(=O)(=O)NCc2ccco2)c1C	8	12%

# Reformatted with two lines to a compound: entries from further up
# Under each structure – S3 lipid droplet cell count max | S3 lipid droplet
> O=C(Nc1c2c(nn1-c1ccc(F)cc1)CS(=O)C2)c1ccco1 (stereo not given)
→ -5 | -5%
> CN(C)S(=O)(=O)c1ccc(C(=O)Oc2cc(=O)[nH]c3ccccc23)cc1
→ · | ?
> O=C(O)c1ccccc1/C=N/Nc1nc(N2CCCCC2)nc(N2CCCCC2)n1
→ · | ?
> Clc1ccc(CN2C3=NCCCN3c3ccccc32)cc1Cl
→ · | ?
> CCC(CC)NC(=O)CCCSc1nc2ccccc2[nH]1
→ · | ?
> CCN(CC)S(=O)(=O)c1ccc(S(=O)(=O)N(CC(=O)Nc2ccccc2)Cc2ccco2)cc1
→ -13 | -6%
> Cc1nn(C)c(Oc2cccc(C(F)(F)F)c2)c1C#N
→ 17 | 3%
> CC(NC(=O)COC(=O)c1ccc2c(c1)S(=O)(=O)N=C1CCCCCN12)C12CC3CC(CC(C3)C1)C2 (stereo not given)
→ 10 | -13%
> CCOc1ccc(-c2nnc(N)o2)cc1
→ · | ?
> COc1ccc(NC(=O)c2cn(CCC#N)nc2-c2cccs2)cc1
→ -1 | 9%
> CCOc1ccc(S(=O)(=O)N2CCN(C(=O)c3ccc(-n4cncn4)c([N+](=O)[O-])c3)CC2)cc1
→ -13 | i
> Cc1ccc(C)c2c1c1ccccc1n2C
→ 1 | 3%
> Cc1ccc(NC(=O)COC(=O)COc2ccc(Cl)cc2)c([N+](=O)[O-])c1
→ 16 | 18%
> O=C(CNC(=O)c1cccs1)NCC(=O)OCc1ccc(Cl)cc1
→ 1 | 18%
> N#Cc1cn(CC(=O)NCCc2c[nH]c3ccccc23)c2ccccc12
→ -2 | i

# Next section.
smiles	S3 lipid droplet cell count max	S3 lipid droplet
COC(=O)CSc1nc2c(c(=O)[nH]c(=O)n2C)n1CCC(C)C	21	2%
COc1cc(CC(C#N)(CO)c2nc3ccccc3[nH]2)ccc1OC(F)F (stereo not given)	·	?
Cc1ccc(-c2nnc(SCC(=O)N/N=C/c3ccc(C)s3)n2-c2ccc(C)cc2)cc1	·	?
O=c1[nH][nH]c(-c2ccccc2O)c1C(C[N+](=O)[O-])c1ccccc1 (stereo not given)	·	?
Cc1cc(C)nc(Nc2n[nH]c(-c3ccc(N)cc3)n2)n1	·	?
COc1ccccc1N=NC1=C(O)CC(C)(C)CC1=O	·	?
O=C(CSc1nncn1-c1ccccc1)c1c[nH]c2ccccc12	4	-22%
O=C(O)CC1SC(=Nc2ccc(O)cc2)NC1=O (stereo not given)	18	-6%
COc1ccc(Cn2nnnc2CN2CCCCCC2)cc1	·	?
CCn1c(C(C)NC(C)=O)nc2ccccc21 (stereo not given)	·	?
